ERG-DNA inh – qHTS for Small Molecule Inhibitors of the ERG Ets/DNA interaction. fluorescence polarization, His-ERG Ets domain / labelled DNA. Potency, µM (titrated, usually from 76.9 µM), inactives show top-dose FP activity, negative = inhibition, hits mostly inhibitors. actives 0.028% (n = 370,000). Transcriptional regulator ERG (Homo sapiens), P11308; active means well fitted inhibition curve with a large enough effect in the polarisation, with a control signal flat; inconclusive means small, poorly fitted or top-dose-only effect, or effect the other way, or a change in a side signal; inactive means no such curve, though single readings can be large or run the other way; the % refers to the polarisation;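 further: polarization taken with two DNA probes labelled with fluorescein and Texas red; potency means the concentration at half of the fitted maximal effect; % of control where 0% means no effect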
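His-tagged ERG Ets domain (1 uM in the protein solution; 300mM KCl, 50mM Tris-HCl, 1mM EDTA, 1mM DTT, pH 7.5) received compound, then a probe mix of 5 nM fluorescein-DNA and 100nM Texas-615-DNA. Fluorescence polarization was read for both dyes.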
Pol kappa inh – qHTS for Inhibitors of Polymerase Kappa; DNA polymerase kappa (Homo sapiens), Q9UBT6; Potency, µM (titrated, usually from 107 µM), for the others: at the top dose activity, negative = inhibition, hits mostly inhibitors; actives 0.53% (n = 400,000); purified Pol kappa, fluorescent DNA synthesis assay, 10 min; further: potency means the concentration at half of the fitted maximal effect; on the % scale 0 is the no-effect control and ±100 the full control effect
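Kinetic fluorescence screen: compound preincubated 15 min RT with 10 nM enzyme; 50 nM substrate (final) initiates; reads at 0/10 min.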
Pol iota inh – qHTS for Inhibitors of Polymerase Iota | DNA polymerase iota (Homo sapiens), Q9UNA4 | Pol iota fluorescent replication assay, 10 min | Potency, µM (titrated, usually from 115 µM), for the others: at the highest dose activity, negative = inhibition, hits mostly inhibitors | actives 1% (n = 390,000); further: potency means the concentration at half of the fitted maximal effect
Target sequence (Q9UNA4 whole entry, looked up): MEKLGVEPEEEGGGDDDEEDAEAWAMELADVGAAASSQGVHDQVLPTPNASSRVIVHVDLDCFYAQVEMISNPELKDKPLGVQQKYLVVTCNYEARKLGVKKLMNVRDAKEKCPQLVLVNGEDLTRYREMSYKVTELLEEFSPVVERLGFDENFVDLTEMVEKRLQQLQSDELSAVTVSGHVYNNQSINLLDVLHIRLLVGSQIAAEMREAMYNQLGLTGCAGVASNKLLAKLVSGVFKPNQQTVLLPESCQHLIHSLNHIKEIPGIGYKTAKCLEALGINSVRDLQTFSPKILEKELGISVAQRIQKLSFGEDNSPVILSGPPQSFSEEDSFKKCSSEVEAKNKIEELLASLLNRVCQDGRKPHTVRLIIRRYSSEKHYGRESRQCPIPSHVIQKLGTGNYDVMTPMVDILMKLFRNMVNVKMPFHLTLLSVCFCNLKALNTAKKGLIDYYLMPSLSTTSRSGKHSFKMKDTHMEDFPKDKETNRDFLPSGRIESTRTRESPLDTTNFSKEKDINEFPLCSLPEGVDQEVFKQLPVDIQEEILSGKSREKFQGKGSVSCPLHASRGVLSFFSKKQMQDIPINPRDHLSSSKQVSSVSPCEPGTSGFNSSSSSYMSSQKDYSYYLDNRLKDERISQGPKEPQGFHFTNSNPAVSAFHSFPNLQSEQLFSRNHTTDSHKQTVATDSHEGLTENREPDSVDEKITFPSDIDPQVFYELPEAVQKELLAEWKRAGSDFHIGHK
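Fluorescent replication assay read twice, at 0 min and 10 min after adding 50 nM (final) substrate. Enzyme (10 nM) and compounds were first incubated 15 min at room temperature; enzyme-free buffer wells were negative controls.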
Anesthetic bind – qHTS Assay for Identification of Novel General Anesthetics | Ferritin light chain (Equus caballus), P02791 | apoferritin/1-aminoanthracene competitive binding, fluorescence | Potency, µM (titrated, usually from 77.5 µM), for inactives: at the highest dose activity change, negative = displacement, most hits filed as inhibitors | actives 0.074% (n = 350,000) | AID 485281, 2010; further: potency means the concentration at half of the fitted maximal effect; on the % scale 0 is the no-effect control and ±100 the full control effect; nearly all actives have a fitted effect of over 20% in size
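Probe: 1-aminoanthracene (50% saturated, PBS). Protein: horse-spleen apoferritin, 10 uM. Incubation: 10 min, room temperature. Detection: 380 nm excitation, 535 nm emission. Analysis: normalized response, four-parameter Hill.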
TRHR ag – qHTS for Small Molecule Agonists and Allosteric Enhancers of Human TRH Receptor: Primary Screen for Agonists; Thyrotropin-releasing hormone receptor (Homo sapiens), P34981; TRHR cells, calcium flux fluo-8, FDSS agonist mode; activation, % at 2 µM; actives 0.18% (n = 360,000); AID 493084, 2011; in the data active means activation above about 30%; further: 0% is about no effect
Target sequence (P34981 whole entry, looked up): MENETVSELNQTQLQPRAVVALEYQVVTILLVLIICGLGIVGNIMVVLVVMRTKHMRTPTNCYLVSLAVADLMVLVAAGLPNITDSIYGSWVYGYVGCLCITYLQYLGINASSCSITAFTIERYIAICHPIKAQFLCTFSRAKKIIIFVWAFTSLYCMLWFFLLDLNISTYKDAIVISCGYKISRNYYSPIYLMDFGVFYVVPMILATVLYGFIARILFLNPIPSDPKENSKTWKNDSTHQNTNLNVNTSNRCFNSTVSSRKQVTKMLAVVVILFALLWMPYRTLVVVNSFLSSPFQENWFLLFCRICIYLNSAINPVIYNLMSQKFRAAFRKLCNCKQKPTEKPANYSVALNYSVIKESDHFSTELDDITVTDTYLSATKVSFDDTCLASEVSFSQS
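Steps: seed TRHR cells overnight; add fluo-8 no-wash Ca dye, RT 30 min–1.5 h; record 10 s baseline; pin-transfer compounds; monitor fluorescence 1 cycle/s for the agonist window. Calcium increases flag candidate agonists.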
12-LOX inh – Primary qHTS assay for inhibitors of human arachidonate 12S-lipoxygenase (ALOX12): Round 2 | Polyunsaturated fatty acid lipoxygenase ALOX12 (Homo sapiens), P18054 | purified 12hLO, xylenol orange hydroperoxide absorbance | Potency, µM (series often up to 108 µM), without a hit: at the highest dose activity change, negative = inhibition, hits mostly inhibitors | actives 1.1% (n = 580,000); further: potency means the concentration at half of the fitted maximal effect; on the % scale 0 is the no-effect control and ±100 the full control effect
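Purified human 12hLO at 150 nM in 25 mM Hepes, 0.01% Triton X-100, pH 7.0, preincubated 15 min at room temperature with compound. Reaction started with 40 uM arachidonic acid, 30 min at room temperature. Hydroperoxide measured by Fe-xylenol orange, 573/405 nm absorbance ratio.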
APEX1 inh – qHTS Assay for Inhibitors of the Human Apurinic/apyrimidinic Endonuclease 1 (APE1) | DNA repair nuclease/redox regulator APEX1 (Homo sapiens), P27695 | recombinant APE1, TAMRA/BHQ-2 abasic DNA cleavage fluorescence | Potency, µM (highest dose often 65.8 µM), for the others: top-dose activity change, negative = inhibition, usual class: inhibitors | actives 0.35% (n = 350,000);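 further: potency means the concentration at half of the fitted maximal effect; plate controls were vehicle for no effect and reference inhibitor for full effect; nearly all actives have a fitted effect of over 55% in size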
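APE1 at 0.75 nM final was preincubated with compound 15 min at room temperature, then 50 nM double-stranded THF abasic-site substrate (5'-TAMRA/3'-BHQ-2) was added. Fluorescence (ex 525/em 598 nm) was read kinetically; third-minus-first read gave activity.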
POLB inh – qHTS Assay for Inhibitors of DNA Polymerase Beta; P06746; Pol beta primer extension/strand displacement, fluorescence kinetic; Potency, µM (series often up to 114 µM), for the others: top-dose activity change, negative = inhibition, usual class: inhibitors; actives 1.3% (n = 340,000); AID 485314, 2010; further: potency means the concentration at half of the fitted maximal effect; on the % scale 0 is the no-effect control and ±100 the full control effect
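Pol beta (10 nM) and compounds were preincubated 15 min at room temperature, then 50 nM substrate (final) started primer extension/strand displacement. Reads were taken at 0 and 10 min; concentration-response data were fitted to a four-parameter Hill equation.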
BLM inh – qHTS Assay for Inhibitors of Bloom's syndrome helicase (BLM). Potency, µM (titrated, usually from 56.1 µM), for inactives: at the top dose activity change, negative = inhibition, most hits filed as inhibitors. recombinant BLM DNA unwinding, fluorescence dequenching. actives 0.2% (n = 350,000);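 further: potency means the concentration at half of the fitted maximal effect; plate controls were vehicle for no effect and no enzyme for full effect; nearly all actives have a fitted effect of over 35% in size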
* = called active by the depositor; ? = inconclusive; . = no result given; [ ] = remark or other dose. Unless noted, the call rests on the fitted dose curve; in most records, active means well fitted curve in the direction sought with a large enough effect; inconclusive means small, poorly fitted or top-dose-only effect, or another doubt; inactive means no such curve, though single readings can be large; an effect the other way counts as inactive or inconclusive.

item	SMILES	TRHR ag	POLB inh	APEX1 inh	Pol iota inh	Anesthetic bind	Pol kappa inh	12-LOX inh	ERG-DNA inh	BLM inh
1	COCCN1C(=O)N(c2cccc(C)c2)C(=O)C1CC(=O)Nc1ccc(OC)cc1 (configuration not stated)	0.0	24.5%	24.5%	-1.6%	-6.0%	1.6%	0.7%	5.9%	-2.5%
2	O=C(O)CNC(=O)CC1S/C(=N/N=C2/NC(=O)CS2)NC1=O (configuration not stated)	1.6	-1.9%	?	?	5.1%	-26.2%	-4.7%	11.7%	-1.6%
3	O=C(N/N=C/c1cc(Cl)ccc1O)C(=O)Nc1ccccc1OC(F)(F)C(F)F	13.4	3.6%	2.3%	3.3%	0.4%	-10.1%	-15.7%	-10.1%	0.8%
4	COc1ccccc1N/N=C(\C#N)C(=N)N1CCOCC1	-0.5	2.9%	10.4%	85.7%[activator]	-23.9%	1.2%	-27.8%	-4.4%	-10.0%
5	COc1ccc(-c2cc3nc(C)cc(C)n3n2)cc1	-0.7	-11.6%	2.0%	11.9%	60.2%[activator]	-5.0%	1.5%	1.6%	-0.9%
6	CN(C)/C=C(\C#N)C(=O)c1cccnc1Oc1ccc(F)cc1F	.	?	3.2%	25.1%	-8.7%	-7.3%	21.0%	-3.3%	0.5%
7	Cc1ccc(C)c(-n2c(CNC(=O)c3ccco3)nnc2SCC(=O)Nc2nccs2)c1	.	-0.1%	3.2%	-13.2%	-16.5%	-1.1%	-14.7%	-1.1%	-1.9%
8	COc1ccc(Cl)cc1NC(=O)C(C)n1c(=O)cc(C(F)(F)F)c2c(C)nn(C)c21 (configuration not stated)	-0.4	0.1%	.	?	53.3%[activator]	-20.0%	-19.4%	3.3%	-4.0%
9	CCN(CC(=O)Nc1ccc(NC(C)=O)cc1)C(=O)/C=C/c1ccc2c(c1)OCO2	0.0	.	4.9%	33.9%[activator]	.	-13.3%	-17.0%	16.2%	.
10	COc1ccccc1CNC(=O)C1=CCN(S(=O)(=O)c2ccc(C)cc2)CC1	0.7	10.8%	-3.6%	-19.3%	-5.3%	-2.6%	0.0%	4.5%	-5.8%
11	O=C(NCC1(N2CCOCC2)CCCCC1)c1ccc(Cl)c(S(=O)(=O)NCc2ccco2)c1	-0.4	?	0.6%	3.7%	?	-11.3%	0.0%	1.0%	-2.2%
12	CCOC(=O)c1sc(=NC(=O)c2ccc(Br)cc2)n(C)c1C	0.7	-1.3%	-11.1%	11.7%	8.9%	-8.1%	29.1%	0.0%	-1.1%
13	CCCn1c(N)c(NCCN2CCOCC2)c(=O)[nH]c1=O	0.8	3.5%	0.2%	108.8%[activator]	0.6%	-1.0%	47.6%[activator]	-19.3%	-0.7%
14	COc1ccc(-c2cc(C(=O)Nc3ccccc3F)on2)cc1	0.2	-11.6%	-7.1%	18.0%	1.4%	17.8%	1.0%	-7.8%	-1.6%
15	CCOC(=O)N1CCc2c(sc3c2c(=O)n(CCc2ccccc2)c(=O)n3CC(=O)Nc2ccccc2C)C1	-0.3	-0.1%	.	30.8%[activator]	0.2%	-19.3%	-6.7%	-4.5%	-9.3%
16	Cc1cc(=O)[nH]c(N/N=C/c2ccc(OC(=O)c3ccco3)cc2)n1	-0.9	-9.0%	1.0%	13.7%	-13.3%	9.0%	-3.1%	1.1%	-19.5%
17	CCOc1ccc(/C(O)=C2/C(=O)C(=O)N(c3nc(C)c(C)s3)C2c2ccco2)cc1 (configuration not stated)	-1.2	4.8%	3.0%	?	-5.8%	-0.9%	?	-9.6%	-7.4%
18	O=C(COC(=O)C1CC2C=CC1C2)NCCc1ccccc1 (configuration not stated)	-1.1	-3.6%	20.3%	62.8%[activator]	-7.9%	2.0%	-1.2%	-12.7%	-2.7%
19	CCOC(=O)C1=C(C)N(C)C(=S)NC1c1ccccc1 (configuration not stated)	-2.3	1.4%	3.4%	147.3%[activator]	-9.8%	-1.1%	-27.3%	-4.1%	4.0%
20	COP(=O)(CC(=O)c1ccccc1)CC(=O)c1ccccc1	-0.3	?	1.3%	18.8%	-10.0%	-14.0%	-7.0%	-9.0%	-0.4%
21	COc1ccccc1C(=O)C1CCCN(C(=O)c2ccco2)C1 (configuration not stated)	-0.2	1.1%	34.0%	3.1%	1.6%	-1.7%	18.3%	-1.1%	0.1%
22	CCOc1cc(-c2nc(-c3ccc(-c4ccccc4)nc3OCC)no2)cc(OCC)c1OCC	1.1	-15.7%	.	12.8%	1.1%	-28.5%	-11.0%	-3.4%	-3.1%
23	CCOC(=O)C1(Cc2ccc(Cl)cc2)CCN(C2CCC2)CC1	0.2	?	12.6%	162.8%[activator]	-5.7%	-12.4%	-18.3%	0.7%	-0.9%
24	O=c1ccc2cc(S(=O)(=O)N3CCCC3)ccc2[nH]1	0.5	3.9%	.	14.9%	-7.1%	-4.6%[60.1 µM]	1.4%	-1.0%	0.8%

Continued; it opens with the two that closed the last part.
item	SMILES	TRHR ag	POLB inh	APEX1 inh	Pol iota inh	Anesthetic bind	Pol kappa inh	12-LOX inh	ERG-DNA inh	BLM inh
23	CCOC(=O)C1(Cc2ccc(Cl)cc2)CCN(C2CCC2)CC1	0.2	?	12.6%	162.8%[activator]	-5.7%	-12.4%	-18.3%	0.7%	-0.9%
24	O=c1ccc2cc(S(=O)(=O)N3CCCC3)ccc2[nH]1	0.5	3.9%	.	14.9%	-7.1%	-4.6%[60.1 µM]	1.4%	-1.0%	0.8%
25	CCCCCc1cc(=O)oc2c(C(CCN3CCCC3)c3cc(OC)c(OC)c(OC)c3)c(OC)cc(OC)c12 (configuration not stated)	-1.1	-0.9%	-3.3%	29.4%	-19.8%	0.0%	?	12.2%	1.6%
26	O=C(CN1CCc2ccccc21)NN1CC(=O)N(c2ccc(Cl)cc2)CC1=O	-0.3	-23.4%	0.0%	22.8%	-0.8%	7.0%	4.2%	-1.8%	-6.4%
27	COC(=O)c1c(NC(=O)CSc2nc3nc(C)cc(C)n3n2)sc(C)c1C	-0.3	-11.6%	7.4%	19.7%	-3.4%	-0.8%	-2.6%	11.2%	0.6%
28	Cc1ccc(CNc2ccc(N3C(=O)CCCC3=O)cc2[N+](=O)[O-])cc1	-0.9	5.6%	6.8%	12.8%	-4.2%	1.0%	22.3%	-10.0%	3.0%
29	COc1cc(NC(=O)c2ccc(F)cc2)ccc1NC(=O)c1cc2ccccc2o1	-0.3	2.6%	-10.8%	-13.2%	-11.5%	-2.4%	5.8%	-4.9%	1.4%
30	COc1ccccc1C(=O)NCCC(=O)NC1=NCCS1	0.0	.	20.1%	50.0%[activator]	.	11.6%	?	7.9%	.
31	CCOC(=O)C1=C(C)N(c2ccccc2)C(=O)C1	0.4	10.8%	11.0%	-8.5%	3.4%	-9.0%	0.0%	-5.2%	5.9%
32	CCOc1ccc(CNC(=O)C2CCCN(S(=O)(=O)c3ccc4c(c3)CCCC(=O)N4)C2)cc1 (configuration not stated)	-0.6	-3.7%	.	9.4%	-18.9%	-3.4%	-16.9%	-8.7%	1.1%
33	c1cncc(-c2nc(-c3ccc4c(c3)OCO4)cs2)c1	-0.8	?	-8.3%	-3.6%	-16.3%	-8.5%	0.0%	-7.5%	-0.7%
34	COc1ccc(NC(=O)c2oc3ccccc3c2NC(=O)COc2ccc(F)cc2)c(OC)c1	0.3	5.1%	.	7.0%	-0.7%	-9.9%	-18.8%	-1.9%	-5.3%
35	CN(C)S(=O)(=O)N1CCC(n2nccc2NC(=O)CCc2ccccc2)CC1	0.7	-0.2%	8.3%	15.5%	-2.4%	-3.3%	0.4%	0.7%	-19.6%
36	CCOC(=O)c1cc(-c2ccc(C)cc2)n(CCC(=O)NCCCOC)c1C	0.0	?	-3.2%	6.3%	-8.3%	-5.5%	-4.9%	-0.7%	-1.4%
37	CCOc1ccc(-n2nc3c(Cl)nnc(C)c3c2C)cc1	-0.3	0.6%	0.0%	16.0%	8.5%	3.0%	?	-3.2%	-2.5%
38	Cn1cc(SCC(=O)NCCc2ccccc2)c2ccccc21	-0.4	2.6%	-5.4%	81.9%[activator]	-12.5%	-2.4%	-3.1%	-2.3%	0.0%
39	CCOC(=O)C(C)N1C(=O)S/C(=C/c2ccc3c(c2)n(C)c(=O)n3C)C1=O (configuration not stated)	-0.9	17.1%	4.8%	9.2%	-3.8%	-8.4%	-3.9%	0.1%	0.1%
40	O=C(CCCOc1ccc(Br)cc1)Nc1nnc(C2CC2)s1	0.6	.	-11.3%	-11.0%	.	3.7%	123.7%[activator]	1.6%	.
41	CCOCc1c(C(=O)Nc2ccccc2N2CCN(C)CC2)oc2ccccc12	0.1	.	-6.2%	6.5%	.	-10.8%	-18.3%	-10.1%	.
42	FC(F)(F)c1ccccc1NC(=S)Nc1ccccc1	-0.5	37.7%	-11.7%	-0.8%	4.9%	-8.1%	14.2%	-2.8%	0.6%
43	CC1CCN(c2nn3c(=O)c(C(=O)NCCc4ccc(Cl)cc4)cnc3s2)CC1	0.3	-0.4%	.	-7.7%	-12.1%	-5.9%	-20.0%	-4.3%	-2.3%
44	O=C(OCCOCCOC(=O)Oc1ccccc1)Oc1ccccc1	.	.	.	24.8%	.	-8.4%	-1.2%	5.2%	.

Assay outcomes: PubChem BioAssay, National Center for Advancing Translational Sciences (NCATS)

Not all compounds are listed, so the mix of outcomes need not match the whole.
